WRN inhibitor: inhibitors of human WRN helicase; WRN helicase unwinding, fluorescent forked duplex, kinetic; AID 651768; Q14191; Potency, µM (series often up to 114 µM), without a hit: at the top dose activity change, negative = inhibition, usual class: inhibitors; hit rate 0.46% among 360,000; note: potency is the fitted concentration of half-maximal effect; % is set by controls: 0 for no effect and ±100 for the full control effect; nearly all actives have a fitted effect of over 55% in size
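WRN at 20 nM final was preincubated with compound for 15 min at room temperature; reaction started with 100 nM forked duplex oligonucleotide carrying fluorophore and quencher plus 2 mM ATP (final). Unwinding followed kinetically by red fluorescence (ex 525/em 598 nm).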
EPAC1 antag: EPAC1 (human) antagonism. hit rate 0.14% among 360,000. Potency, µM (top dose mostly 115 µM), for inactives: at the highest dose activity change, negative = inhibition, usual class: inhibitors. EPAC1 GEF assay, Rap1b-BODIPY-GDP exchange fluorescence;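 note: potency is the fitted concentration of half-maximal effect; plate controls were vehicle for no effect and positive control for full effect; nearly all actives have a fitted effect of over 50% in size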
FUS suppressor: suppressors of FUS proteinopathy in yeast. AID 1347120. hit rate 0.24% among 390,000. Potency, µM (series often up to 76.6 µM), without a hit: top-dose growth rescue (activation), hits mostly activators. S. cerevisiae FUS-expressing, growth rescue, OD600, 24 h;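 note: potency is the fitted concentration of half-maximal effect; plate controls were DMSO vehicle for no effect and reference control for full effect; nearly all actives have a fitted effect of over 55% in size; some results filed as inactive show a strong effect at the top dose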
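Compound concentration series was pinned onto galactose-induced FUS-expressing yeast seeded at OD 0.005. Plates sat 24hr at 30C; absorbance at 600 nm gave growth. DMSO served as background control.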
EPAC1 agonist: activates human EPAC1 exchange factor | hit rate 0.073% among 360,000 | Potency, µM (titrated, usually from 154 µM), for inactives: at the top dose activation, usual class: activators | AID 720707 | EPAC1 agonist qHTS, biochemical assay; response scale: 100% = response to 6.5 mM cAMP; note: potency is the fitted concentration of half-maximal effect; nearly all actives have a fitted effect of over 60% in size
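Fluorescent GDP-exchange assay: 100 nM EPAC1 with 250 nM Rap1B preloaded with BODIPY-GDP and 50 uM GDP; compounds tested as concentration series, 5 min at room temperature, then read every 5 min for 30 min (ex 480/em 540 nm); normalized to 6.5 mM cAMP.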
Abeta rescue: A-beta toxicity reversal in yeast; Potency, µM (highest dose often 46.1 µM), inactives show at the top dose growth rescue, actives largely listed as activators; yeast expressing A-beta42, growth rescue, OD600, 48 h; response scale: 0% DMSO, 100% iron-clioquinol control; hit rate 0.063% among 410,000; note: potency is the fitted concentration of half-maximal effect; nearly all actives have a fitted effect of over 55% in size
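Growth rescue measured by 600 nm absorbance after 48 h yeast culture at 30 C with compound. Values normalized between DMSO and an equimolar ferric chloride plus clioquinol control.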
IL-2 act: activators of IL-2 | IL-2 activation reporter assay, cell-based qHTS; stimulated with anti-CD3/CD4/CD28 beads; in transgenic mouse T cells | activation, % (series mostly up to about 46 µM) | hit rate 0.065% among 360,000; in the data active = activation above about 50%; inconclusive = mostly about 30% to 49%; note: 0% is about no effect
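Using fluorescent plate cytometry, EGFP and DsRed are detected in transgenic mouse T cells stimulated 18 h at 37 degrees C with antibody-coated beads after 60 min compound pretreatment.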
PLK1 PBD inh: PLK1 (human) polo-box domain binding inhibition. hit rate 2.8% among 360,000. Plk1 PBD binding of FITC phosphopeptide, fluorescence polarization. P53350. Potency, µM, inactives show max response, negative = inhibition, usual class: inhibitors; note: potency is the fitted concentration of half-maximal effect; series mostly up to about 57 µM; % is set by controls: 0 for no effect and ±100 for the full control effect; nearly all actives have a fitted effect of over 65% in size
Target sequence (P53350 whole entry, looked up, the tested form may be a part): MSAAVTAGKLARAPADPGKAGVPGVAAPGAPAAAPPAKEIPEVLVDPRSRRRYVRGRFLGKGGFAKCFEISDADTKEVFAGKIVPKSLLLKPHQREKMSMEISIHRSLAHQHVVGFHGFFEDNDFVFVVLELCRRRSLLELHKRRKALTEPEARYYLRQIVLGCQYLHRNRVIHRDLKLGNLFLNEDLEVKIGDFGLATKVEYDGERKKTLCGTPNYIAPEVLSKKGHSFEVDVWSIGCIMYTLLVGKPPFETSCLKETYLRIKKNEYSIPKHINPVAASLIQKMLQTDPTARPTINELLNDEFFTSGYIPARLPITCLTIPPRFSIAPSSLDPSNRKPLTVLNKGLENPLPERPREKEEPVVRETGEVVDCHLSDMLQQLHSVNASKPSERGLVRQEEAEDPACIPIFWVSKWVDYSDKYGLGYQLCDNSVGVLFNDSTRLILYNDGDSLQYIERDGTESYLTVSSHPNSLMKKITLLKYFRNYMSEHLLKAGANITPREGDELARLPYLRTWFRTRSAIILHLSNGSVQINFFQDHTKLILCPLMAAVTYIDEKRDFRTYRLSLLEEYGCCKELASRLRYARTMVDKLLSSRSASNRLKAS
PI5P4K alpha inh: inhibitors of human PI5P4K alpha | P48426 | PI5P4Kalpha enzyme, ADP-Glo luminescence, 60 min; stronger effect = lower value | max response, % | hit rate 1.2% among 330,000 | AID 652105; active = max response of -50% or lower; inconclusive = between -30% and -50%; inactive = -30% or higher; note: value at the top dose of about 77 µM; % is set by controls: 0 for no effect and ±100 for the full control effect
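ADP-Glo luminescence end-point read after a 60 min room-temperature kinase reaction of PI5P4Kalpha plus substrate, initiated with ATP at 5 microM final. Buffer: 0.038 M HEPES pH 7.4, EGTA, 0.1% CHAPS, 5% DMSO.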
Starred values were filed as active, the others as inactive; ? = inconclusive; . = not tested or not shown; [ ] = another dose, or the depositor's remark. Unless noted, calls come from the whole dose curve; as a rule, active = well fitted curve in the direction sought with a large enough effect; inconclusive = small, poorly fitted or top-dose-only effect, or another doubt; inactive = no such curve, though single readings can be large; an effect the other way counts as inactive or inconclusive.

Compound	WRN inhibitor	EPAC1 antag	FUS suppressor	EPAC1 agonist	Abeta rescue	IL-2 act	PLK1 PBD inh	PI5P4K alpha inh
CCOC(=O)CC(N)c1ccc(OC)cc1 (stereo not given)	2%	10%	15%	-6%	-8%	-1.9	-5%	0
O=C(C1CCN(S(=O)(=O)c2ccccc2)CC1)N1CCCCCC1	-12%	-7%	.	-2%	1%	0.5	-4%	-6
COc1ccc(OC)c(-c2csc(NC(=O)c3ccc(F)cc3)n2)c1	-11%	9%	?	0%	5%	1.7	-13%	0
CCN(CC)CCNC(=O)COc1ccc(Cl)cc1Cl	-4%	-4%	-4%	6%	14%	-0.7	-3%	.
O=C(Nc1ccc(Br)cc1)c1ccc(-n2cnnn2)cc1	6%	3%	-9%	-4%	4%	-0.5	-2%	3
Brc1ccc2c(c1)CNc1c(ncnc1N1CCOCC1)O2	4%	-8%	19%	4%	?	-1.1	-7%	.
O=C(NC(Cc1c[nH]c2ccccc12)c1nnc2n1CCCCC2)c1cccs1 (stereo not given)	-11%	-12%	4%	7%	15%	-2.3	-1%	.
NS(=O)(=O)c1ccc(NS(=O)(=O)c2ccc(NC(=S)Nc3ccccc3)cc2)cc1	-25%[57.1 µM]	12%	5%	7%	3%	0.1	-20%	-2
COc1ccc(C(=O)CC(=O)c2ccccc2O)cc1OC	-6%	2%	11%	23%	-13%	-0.2	-5%	12
Cc1cc(C)cc(NC(=O)CSc2nnc(-c3ccccc3C)o2)c1	8%	5%	2%	-3%	13%	-1.4	3%	.
COc1ccc(C(=O)N2CCC(C(=O)c3ccc(F)cc3)CC2)cc1	6%	0%	-12%	6%	8%	2.7	-5%	6
CN(C)C(CNS(=O)(=O)c1ccc(F)cc1)c1cccnc1 (stereo not given)	4%	-1%	-31%	-3%	1%	-0.7	-5%	6
O=C1C(=O)N(CCO)C(c2ccccc2[N+](=O)[O-])/C1=C(\O)c1ccccc1 (stereo not given)	-2%	-16%	23%	7%	-16%	-5.4	-5%	-11
CC(=O)C(Sc1ccc2nnc(-c3ccc(C)cc3)n2n1)C(C)=O	-1%	-7%	0%	-9%	0%	-3.0	0%	0
COc1ccccc1/C=C/c1nc(S(=O)(=O)c2ccccc2)c(N(C)C)o1	2%	9%	-11%	-8%	-7%	-3.7	-10%	-18
CN(Cc1cnn(C)c1)C(=O)C1CCC(=O)N(C2CCCCCC2)C1 (stereo not given)	-23%	-4%	.	9%	-6%	-3.3	-6%	10
CS(=O)(=O)N1CCC(C(=O)NCc2ccco2)CC1	-3%[11.6 µM]	15%	-12%	-3%	9%	-2.1	-4%	.
CN(C)CCCNC(=O)C1CCNCC1	9%	-2%	28%	0%	29%	0.0	-3%	.
NC(=O)c1ccc(NCCCN2CCOCC2)c([N+](=O)[O-])c1	3%	-1%	2%	7%	-6%	-3.5	-24%	-5
O=c1[nH]c2cc3c(cc2cc1CN(Cc1nnnn1CC1CCCO1)C1CCCC1)OCO3 (stereo not given)	-23%	-13%	.	2%	1%	-4.6	-10%	-2
C[C@H](CO)N1C[C@H](C)[C@@H](CN(C)S(=O)(=O)c2ccccc2)OCCCC[C@H](C)Oc2ccc(NC(=O)CCC(F)(F)F)cc2C1=O	-4%	-24%	36%	8%	-10%	-2.0	-7%	-2
c1ccc2c(NC3=NCCCCS3)cccc2c1	-5%	5%	10%	8%	6%	-0.7	-9%	-6
Cc1nc2ccccc2nc1OCC(=O)NCC(F)(F)F	-10%	3%	.	4%	20%	-0.3	2%	13
CC(=O)N1CCc2cc(S(=O)(=O)NCCC(=O)N3CCN(c4ccccn4)CC3)ccc21	-7%	12%	17%	12%	-3%	-1.5	1%	.
O=C1CC(SCc2nc3ccccc3[nH]2)C(=O)N1c1ccc(Cl)cc1 (stereo not given)	6%	3%	26%	0%	-17%	-3.4	-16%	4

Brought forward from above: six entries; new compounds follow.
Compound	WRN inhibitor	EPAC1 antag	FUS suppressor	EPAC1 agonist	Abeta rescue	IL-2 act	PLK1 PBD inh	PI5P4K alpha inh
O=c1[nH]c2cc3c(cc2cc1CN(Cc1nnnn1CC1CCCO1)C1CCCC1)OCO3 (stereo not given)	-23%	-13%	.	2%	1%	-4.6	-10%	-2
C[C@H](CO)N1C[C@H](C)[C@@H](CN(C)S(=O)(=O)c2ccccc2)OCCCC[C@H](C)Oc2ccc(NC(=O)CCC(F)(F)F)cc2C1=O	-4%	-24%	36%	8%	-10%	-2.0	-7%	-2
c1ccc2c(NC3=NCCCCS3)cccc2c1	-5%	5%	10%	8%	6%	-0.7	-9%	-6
Cc1nc2ccccc2nc1OCC(=O)NCC(F)(F)F	-10%	3%	.	4%	20%	-0.3	2%	13
CC(=O)N1CCc2cc(S(=O)(=O)NCCC(=O)N3CCN(c4ccccn4)CC3)ccc21	-7%	12%	17%	12%	-3%	-1.5	1%	.
O=C1CC(SCc2nc3ccccc3[nH]2)C(=O)N1c1ccc(Cl)cc1 (stereo not given)	6%	3%	26%	0%	-17%	-3.4	-16%	4
Cc1nc(SCC(=O)NCc2ccco2)c2c3c(sc2n1)CCCC3	-12%	-1%	21%	6%	21%	-0.7	-5%	-15
C[C@H](CO)N1C[C@H](C)[C@@H](CN(C)C)Oc2c(NC(=O)Cc3ccccc3)cccc2C1=O	12%	-3%	-16%	-10%	-14%	-0.3	-15%	-2
Nc1nc2ccc(C(=O)NC3CCCCC3)cc2s1	2%	14%	-1%	-2%	24%	0.4	-6%	-4
COc1ccc(CN2CCN(Cc3ccco3)CC2)cc1OC	10%	3%	-14%	-8%	-4%	-0.6	0%	0
Cc1ccc(NC(=O)C(=O)NCCN2CCN(S(=O)(=O)c3ccccc3)CC2)cc1C	-2%	-19%	-2%	8%	-9%	1.8	-6%	4
COc1cc(Oc2ccccc2)nc(N)n1	18%	0%	9%	-10%	-2%	0.6	-13%	-9
Cn1c(C(=O)NCc2ccccn2)cc2c(=O)n(C)c3ccccc3c21	-3%	-20%	-5%	-4%	0%	-2.8	-13%	-7
CCOC(=O)C1CCCN(C(=O)CSc2nc(C)cc(C)n2)C1 (stereo not given)	-16%	3%	18%	8%	-4%	-4.9	-14%	-18
O=C(c1ccc(-n2cncn2)c2ccoc12)N1CCOCC1	4%	4%	-5%	2%	22%	0.3	-14%	-4
CC1CC(C)CN(C(=O)COC(=O)c2ccc3ncsc3c2)C1 (stereo not given)	1%	-6%	3%	1%	-5%	0.0	-9%	2
Cc1cc(NC(=O)CCN2C(=O)C3C4CCC(C4)C3C2=O)c(C)cc1Br (stereo not given)	-8%	-1%	19%	10%	-1%	1.3	-6%	.
C/C(=N\O)C(C)Oc1ccc(Cl)cc1 (stereo not given)	-31%	-4%	6%	2%	6%	1.4	-19%	0
O=C(Nc1cc(S(=O)(=O)N2CCCCC2)ccc1O)c1ccccc1NS(=O)(=O)c1ccc(F)c(F)c1	-32%	?	.	-8%	19%	0.2	?	-21
Cc1ccc(S(=O)(=O)N2CCN(C(=O)C3CCCO3)CC2)cc1C (stereo not given)	-29%	9%	-2%	4%	3%	-2.8	-2%	5
CCOC(=O)N/N=C(C)/C=C/c1ccco1	7%	8%	-8%	-6%	2%	1.6	-3%	0
Cc1cc(C)cc(OC(C)C(=O)NCCCn2ccnc2)c1 (stereo not given)	-8%	0%	18%	9%	-5%	0.1	-13%	10
CC(C)C[C@@H](CN(C)N=O)N(C[C@H](Cc1ccccc1)N(CCc1ccccc1)N=O)N=O	-1%	4%	?	-5%	4%	-0.6	-5%	-5
CC(C)OC(=O)CSc1nc2ccccc2s1	0%	0%	-4%	22%	4%	-0.1	?	8
Cc1cc2oc(=O)cc(CN3CCOCC3)c2cc1O	10%	4%	-1%	3%	4%	-0.4	-5%	-5
COc1cccc(NC(=O)CSC2=C(C#N)C(c3ccco3)C3=C(CCCC3=O)N2)c1 (stereo not given)	-8%	-2%	28%	9%	6%	-1.3	-6%	-6
CCCCn1nnnc1C1(C)CCC(=O)N1C1CC1 (stereo not given)	-5%	-14%	-15%	3%	-13%	0.1	-8%	3
CC(C)(C#CC(O)(c1ccccc1)c1ccccc1)N1CCCCC1	-6%	-12%	-21%	3%	4%	-3.8	-13%	1
C=CCOc1ccc(Cl)cc1CNC1CCCC1	-5%	-5%	-28%	2%	-12%	0.6	0%	1

Fetched one by one from above (two):
Compound	WRN inhibitor	EPAC1 antag	FUS suppressor	EPAC1 agonist	Abeta rescue	IL-2 act	PLK1 PBD inh	PI5P4K alpha inh
CCOC(=O)C1CCCN(C(=O)CSc2nc(C)cc(C)n2)C1 (stereo not given)	-16%	3%	18%	8%	-4%	-4.9	-14%	-18
C/C(=N\O)C(C)Oc1ccc(Cl)cc1 (stereo not given)	-31%	-4%	6%	2%	6%	1.4	-19%	0

Screening results as filed in PubChem BioAssay.
